Tb PYK inh: qHTS of Trypanosoma Brucei Inhibitors. hit rate 0.12% among 410,000. TbPYK enzyme, Kinase-Glo Plus ATP luminescence, 45 min. Potency, µM (series often up to 76.8 µM), without a hit: at the highest dose activity, negative = inhibition, actives largely listed as inhibitors. pyruvate kinase (Trypanosoma brucei), Q57TT1; also: nearly all actives have a fitted effect of over 50% in size
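Screened from lowest to highest concentration, compounds were pinned into TbPYK/substrate mixtures, and ADP (130 uM final) was added. Plates sat at room temperature for 45 min prior to Kinase-Glo Plus detection by luminescence.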
Sm TGR block: qHTS Assay for the Inhibitors of Schistosoma Mansoni Peroxiredoxins; hit rate 3% among 360,000; Schistosoma mansoni thioredoxin glutathione reductase (TGR), Q962Y6; purified TGR, DTNB reduction, TNB absorbance 405 nm; Potency, µM (doses to about 114 µM), for the others: at the top dose activity change, negative = inhibition, hits mostly inhibitors; also: nearly all actives have a fitted effect of over 60% in size
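First, TGR (20 nM dispensed) and NADPH were mixed with compound. Second, a 15 min room-temperature incubation followed. Third, further NADPH and then DTNB were added to start the reaction. Finally, TNB absorbance was monitored kinetically.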
Pf growth 48h: Primary qHTS for delayed death inhibitors of the malarial parasite plastid, 48 hour incubation. hit rate 5.9% among 310,000. P. falciparum luciferase growth in erythrocytes, 48 h. Potency, µM (doses to about 28.7 µM), for inactives: at the highest dose activity change, negative = inhibition, usual class: inhibitors
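A one-generation exposure of luciferase-tagged malaria parasites in RPMI 1640/Albumax erythrocyte culture, 37 C and 5% CO2. Inhibition is inferred from decreased luminescence after adding detection reagent.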
LmPK inhibitor: qHTS Assay for Inhibitors of Leishmania Mexicana Pyruvate Kinase (LmPK); Potency, µM (top dose mostly 57.5 µM), for the others: at the highest dose activity change, negative = inhibition, actives largely listed as inhibitors; Q27686; hit rate 0.37% among 290,000; purified LmPK, Kinase-Glo ATP luminescence, 1 h
Target sequence (Q27686 whole entry, looked up): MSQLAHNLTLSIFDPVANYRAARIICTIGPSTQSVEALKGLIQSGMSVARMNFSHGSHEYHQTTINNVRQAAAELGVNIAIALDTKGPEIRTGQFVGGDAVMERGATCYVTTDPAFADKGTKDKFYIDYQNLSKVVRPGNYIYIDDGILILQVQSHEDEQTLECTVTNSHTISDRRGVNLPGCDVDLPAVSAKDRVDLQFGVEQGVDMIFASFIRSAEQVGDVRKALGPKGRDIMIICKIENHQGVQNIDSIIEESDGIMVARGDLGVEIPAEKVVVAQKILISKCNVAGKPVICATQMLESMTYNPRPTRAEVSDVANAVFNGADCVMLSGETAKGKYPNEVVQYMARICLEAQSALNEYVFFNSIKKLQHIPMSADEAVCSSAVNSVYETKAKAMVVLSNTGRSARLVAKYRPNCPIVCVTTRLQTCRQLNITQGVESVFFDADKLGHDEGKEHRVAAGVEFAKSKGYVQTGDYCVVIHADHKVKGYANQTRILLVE
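Purified LmPK (0.1 nM) converted ADP (0.1 mM) to ATP with PEP (0.5 mM) in imidazole buffer pH 7.2 with KCl and MgCl2, 1 h at room temperature. ATP was read by Kinase-Glo luminescence; data normalized to uninhibited and no-enzyme controls.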
HCV inh: qHTS Assay for Inhibitors of Hepatitis C Virus (HCV) | Huh7.5.1 HCVcc-Cre infection, luciferase reporter, 44 h | Potency, µM (highest dose often 41.8 µM), without a hit: at the highest dose activity change, negative = inhibition, hits mostly inhibitors | hit rate 3.4% among 340,000
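Infectious HCV cell culture screen: compound-treated cells (1,000/well, pre-plated 4 h) are infected with HCVcc-Cre at roughly 0.5 moi and grown 44 h. Infection is quantified by luciferase signal after 15 min substrate incubation at room temperature.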
Pf growth 96h: Primary qHTS for delayed death inhibitors of the malarial parasite plastid, 96 hour incubation; P. falciparum luciferase reporter growth, 96 h; Potency, µM (titrated, usually from 28.7 µM), without a hit: at the top dose activity change, negative = inhibition, most hits filed as inhibitors; hit rate 6.9% among 320,000; AID 504834, 2011
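P. falciparum expressing integrated firefly luciferase grown in erythrocytes (2% hematocrit, 0.05% parasitemia final) with compounds for 96 hours at 37 C, 5% CO2. Growth inhibition read as loss of luminescence after adding luciferase detection reagent.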
An asterisk follows results filed as active; ? = inconclusive; . = no result given; [ ] = dose if it differs, or a comment. Calls follow the shape of the dose curve; as a rule, active = well fitted curve in the direction sought with a large enough effect; inconclusive = small, poorly fitted or top-dose-only effect, or another doubt; inactive = no such curve, though single readings can be large; an effect the other way counts as inactive or inconclusive. % is scaled to controls: 0 for no effect and ±100 for the full control effect; potency is read from the fitted curve at half-maximal effect. Not a hit list; any-hit rate near 16%.

SMILES	Tb PYK inh	Sm TGR block	Pf growth 48h	LmPK inhibitor	HCV inh	Pf growth 96h
CCOC(=O)c1cc(S(=O)(=O)N(C)Cc2ccccc2)cn1C	-6%	-4%	11%	0%	-16%	?
CN1CCN(C(c2ccc(Br)cc2)c2cc(Cl)c3cccnc3c2O)CC1 (centres undefined)	44%[activator]	0.63µM*	12µM*	-11%	7.9µM*	7.4µM*
O=C(N/N=C/c1cc2c(cc1Br)OCO2)c1c[nH]c2ccccc12	4%	0%	?	1%	22µM*	29%
Cc1nnsc1C(=O)N1CCN(c2ccc(C#N)cn2)CC1	-2%	4%	7%	-6%	18%	9%
COC(=O)CC1C(=O)NCCN1C(=O)CSc1nc2cc(Cl)ccc2o1 (centres undefined)	0%	-4%	0%	5%	13%	11%
Cc1ccc(-c2cc(C(=O)N/N=C/C(Br)=C/c3ccccc3)n[nH]2)o1	-6%	?	4%	0%	?	-6%
Cc1nnn(-c2nonc2N)c1C(=O)N/N=C/c1cccc2ccccc12	3%	-3%	15%	0%	?	-1%
CN(C)C1(CNC(=O)c2cccc(S(=O)(=O)Nc3ccc(Br)cc3)c2)CCCCC1	4%	-22%	?	.	?	?
Cc1ccc(S(=O)(=O)Nc2cccnc2)cc1	-22%	-19%	0%	-6%	-1%	?
Cc1cccc(-n2c(SCC(=O)Nc3ncc(Cl)cc3Cl)nc3ccccc32)c1	-8%	4%	?	-2%	11µM*	4.7µM*
COc1ccc(C)cc1S(=O)(=O)N(C)CC(=O)N1CCCC1	6%	4%	7%	-1%	-5%	12µM*
C/C=C(/C)C(=O)O[C@@H]1[C@H](OC(=O)C=C(C)C)c2c(ccc3ccc(=O)oc23)OC1(C)C	-2%	0%	?	-2%	0%[8.37 µM]	?
Cc1cc(=O)[nH]c(SCc2cn3ccccc3n2)n1	1%	-5%	42%[activator]	0%	7%	69%[activator]
CC1CN(C(=O)c2cc([N+](=O)[O-])cc([N+](=O)[O-])c2)CC(C)O1 (centres undefined)	0%	4%	123%[activator]	1%	12%	1%
COc1ccccc1-c1nc(SCC(=O)Nc2cc(C)on2)c2c(=O)n(C)c(=O)n(C)c2n1	-3%	2%	7%	-5%	?	?
CC1CC(OC(=O)CN2CCCCC2)CC(C)(C)C1 (centres undefined)	.	15%	0%	0%	.	8%
Cc1ccsc1/C=N\NC(=O)CC(=O)NCc1ccccc1	-6%	11%	12%	0%	-3%	25%
COc1ccc(OC)c(CN2CCN(C(=O)c3cc4ccccc4cc3O)CC2)c1	1%	7%	4.7µM*	-10%	-23%	2.3µM*
O=C(CCCN1C(=O)c2ccccc2C1=O)Nc1c(C(=O)C2CC2)oc2ccccc12	4%	2%	.	4%	18%	?
Cc1c(CC(=O)O)c(=O)oc2c(C)c(OCc3c(F)cccc3Cl)ccc12	10%	-10%	20%	1%	12%	23%
CCOc1ccc(NC(=O)c2nc(SCC)ncc2Cl)cc1	4%	11%	.	-7%	-29%	?
O=C(O)c1cccc(-c2ccc3c(c2)OCO3)c1	-3%	-2%	7%	0%	15%	3.7µM*
COc1ccc(CCNS(=O)(=O)c2ccc(-c3ccc(=O)[nH]n3)o2)cc1OC	1%	2%	8%	-1%	-7%	?
Cc1cc(C)n(CC2CC(=O)N(c3ccc(Cl)c(Cl)c3)C2=O)n1 (centres undefined)	2%	-24%	7%	7%	?	7%
CCOc1ccc2nc(NC(=O)c3ccc(OC)c(S(=O)(=O)N4CCOCC4)c3)sc2c1	-17%	-27%	.	1%	-28%	?

In the list so far, 6 contain a Cl atom:
SMILES	Tb PYK inh	Sm TGR block	Pf growth 48h	LmPK inhibitor	HCV inh	Pf growth 96h
CN1CCN(C(c2ccc(Br)cc2)c2cc(Cl)c3cccnc3c2O)CC1 (centres undefined)	44%[activator]	0.63µM*	12µM*	-11%	7.9µM*	7.4µM*
COC(=O)CC1C(=O)NCCN1C(=O)CSc1nc2cc(Cl)ccc2o1 (centres undefined)	0%	-4%	0%	5%	13%	11%
Cc1cccc(-n2c(SCC(=O)Nc3ncc(Cl)cc3Cl)nc3ccccc32)c1	-8%	4%	?	-2%	11µM*	4.7µM*
Cc1c(CC(=O)O)c(=O)oc2c(C)c(OCc3c(F)cccc3Cl)ccc12	10%	-10%	20%	1%	12%	23%
CCOc1ccc(NC(=O)c2nc(SCC)ncc2Cl)cc1	4%	11%	.	-7%	-29%	?
Cc1cc(C)n(CC2CC(=O)N(c3ccc(Cl)c(Cl)c3)C2=O)n1 (centres undefined)	2%	-24%	7%	7%	?	7%

Grouped by structure, those above containing a COOH group.
SMILES	Tb PYK inh	Sm TGR block	Pf growth 48h	LmPK inhibitor	HCV inh	Pf growth 96h
Cc1c(CC(=O)O)c(=O)oc2c(C)c(OCc3c(F)cccc3Cl)ccc12	10%	-10%	20%	1%	12%	23%
O=C(O)c1cccc(-c2ccc3c(c2)OCO3)c1	-3%	-2%	7%	0%	15%	3.7µM*

(more compounds)
SMILES	Tb PYK inh	Sm TGR block	Pf growth 48h	LmPK inhibitor	HCV inh	Pf growth 96h
CCN(CC(=O)NCc1ccc(F)cc1)C(=O)c1cc2ccccc2o1	-8%	-4%	2%	0%	1%	5%
Cc1ccc(N2C(=S)NC3c4cc(Cl)ccc4OC2(C)C3C(=O)N(C)C)cc1 (centres undefined)	-9%	-3%	-10%	10%	-12%	36%[activator]
CCOC(=O)c1oc2cccc(OC(C)=O)c2c1C	0%	1%	35%[activator]	-13%	-25%	8%
NS(=O)(=O)c1ccc(NC(=S)N2CCN(c3cccc(Cl)c3)CC2)cc1	?	0%	-23%	4%	-29%	?
C[C@@H]1CCN(C(=O)[C@H](CCCNC(=N)N)NS(=O)(=O)c2cccc3c2NC[C@H](C)C3)[C@@H](C(=O)O)C1	1%	.	-16%	.	.	1%
COc1cc(NC(=S)NNC(=O)CC(C)C)c(OC)cc1Cl	-15%	-3%	-3%	4%	3%	-10%
COc1ccccc1NC(=O)CSc1nnnn1C1CCCCC1	0%	7%	13%	-4%	9%	163%[activator]
Cc1nnc(SCC(=O)Nc2sccc2C#N)n1Cc1ccccc1	0%	-11%	16%	2%	2%	-7%
O=C(NCC1CCCO1)C(c1ccncc1)N(Cc1cccs1)C(=O)Cn1nnc(-c2ccc(F)cc2)n1 (centres undefined)	-7%	11%	1%	-7%	-21%	?
CSc1nnc(-c2sc3cc(C(F)(F)F)cnc3c2-c2ccccc2)n1C	-12%	-10%	.	-2%	?	6.6µM*
COc1cccc(CNC(=O)C2CCN(S(=O)(=O)c3ccc(Br)s3)CC2)c1	-7%	-9%	?	2%	?	23%
O=C(/C=C/c1ccc([N+](=O)[O-])cc1)NCCc1ccc(F)cc1	1%	-3%	-12%	-3%	-1%	?
COc1ccccc1N(Cc1ccccc1)S(=O)(=O)c1cccc(C(=O)Nc2cccc(C)n2)c1	-15%	-7%	9.3µM*	2%	10µM*	?
CCN(CC)CCOC(=O)c1cc2cc(COC)ccc2o1	-10%	-26%	16%	-4%	14%	127%[activator]
Cn1c(COc2ccc(Cl)cc2)nnc1SCC(=O)Nc1ccc2c(c1)CCC2	6%	-1%	4%	3%	-17%	?
CCC1=NN2C(=N)/C(=C\c3cccn3-c3cccc(Cl)c3)C(=O)N=C2S1	5%	0%	?	-8%	-24%	5%
O=C(O)c1ccc(-n2ncc3c2/C(=C/c2cccc([N+](=O)[O-])c2)CC3)cc1	10%	-23%	80%[activator]	4%	-2%	167%[activator]
CCc1ccc(NC(=O)CC2C(=O)Nc3c2c(=O)n(C)c(=O)n3C)cc1 (centres undefined)	5%	-10%	-7%	1%	14%	?
Cc1nc(NC2=NCN(Cc3cccnc3)CN2)nc2c(C)cccc12	.	-2%	-5%	-1%	-17%	27%
CC(C)N(CC(=O)Nc1ccc(Cl)cc1C(F)(F)F)C(=O)CCl	0%	18µM*	4%	4%	4µM*	-8%
Cc1ccccc1C(=O)Nc1ccnn1C1CCN(C(C)Cc2ccccc2F)CC1 (centres undefined)	1%	-11%	?	0%	10µM*	?
Cn1cc(S(=O)(=O)N2CCOCC2)cc1C(=O)NCc1ccccc1Cl	0%	3%	69%[activator]	-3%	-2%	?
Cc1cccc(C(=O)NCCNC(=O)c2ccccn2)c1	0%	-1%	1%	0%	-6%	-16%
CCCCC(=O)N/N=C/c1ccc(Sc2cccc3cccnc23)o1	-13%	51%[activator]	0%	0%	?	4.1µM*
CCOC(=O)C1=C(C)N(c2ccccc2)C(=O)/C1=C\c1cccs1	7%	-4%	-25%	-2%	?	25%

(next part)
SMILES	Tb PYK inh	Sm TGR block	Pf growth 48h	LmPK inhibitor	HCV inh	Pf growth 96h
O=C(Nc1ccc2oc(-c3ccccc3Cl)nc2c1)c1ncn[nH]1	-9%	2%	102%[activator]	-3%	2%	.
O=C(CSc1ccc([N+](=O)[O-])cn1)Nc1ccc2c(c1)OCCO2	-5%	-9%	-5%	0%	21%	40%[activator]
O=[N+]([O-])c1ccc(/C=N/N2CCN(Cc3ccccc3)CC2)cc1	3%	-13%	14%	-3%	?	-26%
CCOC(=O)c1cnn(CCOC(=O)Cc2cccs2)c1NC(=O)Cc1cccs1	1%	-2%	69%[activator]	1%	-1%	9.3µM*
O=[N+]([O-])c1ccc(CN2CCCCCC2)cc1	3%	0%	0%	3%	-3%	?
Cn1c(CCN2CCN(c3ccccn3)CC2)nc2cc(NS(=O)(=O)c3ccc(Cl)cc3)ccc21	8%	-5%	9.3µM*	11%	-21%	10µM*
CCC(C)(NC(=O)c1ccccc1)C(=O)O (centres undefined)	0%	1%	5%	-3%	24%	?
Cc1ccc(C)c(CN2CCNC2=O)c1	2%	3%	12%	-4%	12%	?
CCOC(=O)C1(Cc2ccc(Cl)cc2)CCN(C(=O)c2cscn2)CC1	-1%	-32%	2%	3%	8%	?
COc1cc(C(=O)N2CCN(c3ccc(C)cc3C)CC2)cc(OC)c1OC	-5%	-9%	?	-6%	?	?
CC1(C)CC(=O)C/C(=N/NC(=O)c2ccc(-c3ccccc3)cc2)C1	-1%	-12%	?	1%	-3%	?
COc1ccc(Nc2oc(COc3ccc(C)cc3)nc2C#N)cc1	.	2%	?	8%	?	77%[activator]
COc1ccc(-c2c(C)n([O-])c3c([n+]2=O)CCCC3)cc1	0%	-24%	18%	-4%	9%	53%[activator]
O=C(CSc1nnc(-c2ccc(F)cc2)c2ccccc12)Nc1ccccc1Cl	0%	-7%	?	1%	-5%	?
CCOc1cc(/C=N/NC(=O)CCn2nc(C)cc2C)ccc1O	0%	2%	4%	-6%	3%	16%
CCC(CC)C(=O)Nc1cc(NC(=O)C(CC)CC)cc(C(=O)O)c1	2%	2%	7%	2%	-9%	.
COC(=O)c1ccccc1OCC(=O)N1CCN(c2ccc(Cl)cc2)CC1	-1%	30%	-2%	3%	-14%	11%
O=C(CSC(=S)N1CCCCC1)c1ccccc1	1%	.	174%[activator]	?	2%	109%[activator]
O=C(CCCC(=O)N(CC(=O)NC1CCCC1)Cc1ccc2c(c1)OCO2)Nc1ccccn1	-9%	17%[11.4 µM]	.	2%	5%	.
COc1ccccc1C1c2c(C)nn(-c3ccccc3)c2NC(=O)C1NC(=O)c1ccccc1 (centres undefined)	3%	3%	?	1%	?	?
COC(=O)c1sccc1NC(=O)/C=C/C(=O)O	-10%	13%	-1%	-7%[11.5 µM]	0%	-5%
CNC(=O)COC(=O)COc1ccc2c(C)cc(=O)oc2c1	-2%	5%	.	1%	21%	10%
Cc1ccc2cc(C#N)c(SCC(=O)NCC3CCCO3)nc2c1C (centres undefined)	.	-24%	-2%	4%	.	?
C=CCn1c(SCC(=O)Nc2cc(C)on2)nc2sc3c(c2c1=O)CCCC3	6%	-14%	1%	6%	8%	.

High-throughput results from PubChem BioAssay.
